# Screening results: PubChem, ICCB-Longwood Screening Facility, Harvard Medical School
# Polio RdRp inh: inhibitors of poliovirus RNA polymerase binding and polymerization; P03300; poliovirus polymerase elongation, fluorescence polarization; active compounds read low; % elongation, % (compound at 16.7 µg/mL); 150,000 compounds, 0.66% hits; AID 588519; in the data active = % elongation below about 90%; note: some results filed as inactive read as strong as hits
# Target sequence (P03300 1749-2209 limits assumed): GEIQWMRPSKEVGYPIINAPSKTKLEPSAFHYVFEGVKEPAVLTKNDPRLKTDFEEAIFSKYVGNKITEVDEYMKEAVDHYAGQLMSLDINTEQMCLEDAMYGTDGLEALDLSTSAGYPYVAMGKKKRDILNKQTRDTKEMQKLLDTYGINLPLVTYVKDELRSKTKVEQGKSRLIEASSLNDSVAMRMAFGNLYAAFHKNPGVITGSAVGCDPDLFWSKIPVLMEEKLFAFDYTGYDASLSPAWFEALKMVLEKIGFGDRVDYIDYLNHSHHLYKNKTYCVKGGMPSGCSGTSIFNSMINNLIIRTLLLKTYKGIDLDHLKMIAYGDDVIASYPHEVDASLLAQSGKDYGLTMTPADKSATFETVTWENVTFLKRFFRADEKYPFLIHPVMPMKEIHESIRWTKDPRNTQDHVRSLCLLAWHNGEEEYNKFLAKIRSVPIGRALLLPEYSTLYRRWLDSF
# Polio RdRp inh FP z-score: also measured in Polio RdRp inh; calls as there; z-score; measured here: FP z-score; hits read low
# Active calls of the source: *; & = joins results of further samples. Some of the compounds tested; count on the stated rates, not on these rows.
# Every second line gives: Polio RdRp inh | Polio RdRp inh FP z-score
O=C(COc1ccccc1)Nc1ncn[nH]1
    103 | 0.4
CN(C)c1ccc(CNC(=O)c2ccc(Cn3c(=O)c4cccn4c4cccnc43)cc2)cc1
    112 | 1.1
O=C1/C(=C/c2ccccc2)N=C2CCCCCN12
    99 | -0.1
CC(=O)N(CCC(Cc1ccccc1)c1ccc2c(c1)OCO2)Cc1ccc2c(c1)OCO2 (stereo unspecified)
    101 | -0.3
CN1N=C(C(F)(F)F)CC1=O
    102 | 0.2
C=CCc1c(C)nc(SCC(C)C)[nH]c1=O
    100 | -0.1
COc1ccc(NC(=O)NC(C)c2c(-n3cccc3)sc(C)c2C)cc1OC (stereo unspecified)
    112 | 0.5
CC(C)c1nnc(NC(=O)/C=C/c2ccc3c(c2)OCO3)s1
    102 | 0
Cc1ccc(N(Cc2cccs2)C(=O)Nc2cccc(Cl)c2)cc1
    106 | 0
O=c1c2ccccc2nc(-c2cccs2)n1NCc1ccccc1F
    100 | -0.1
COc1ccc(-c2nn(C)c3sc(C(=O)Nc4cccc(F)c4)cc23)cc1OC
    118 | 2.4
COC(=O)CSc1ccc2nnc(CCNS(=O)(=O)c3ccc(C)cc3)n2n1
    106 | 0.1
Cc1ccccc1Nc1nc(N)nc(COn2nnc3ccc(S(C)(=O)=O)cc32)n1
    105 | 0.6
CCOC(=O)C1CCCN(S(=O)(=O)c2ccc(C)cc2)C1 (stereo unspecified)
    102 | 0.3
Cc1cccc(NC(=O)CN(CC2CCCO2)C(=O)c2cc(-c3ccco3)nc3ccccc23)c1C (stereo unspecified)
    1.0* | -7.5*
Cc1ccccc1N1CC(C(=O)Nc2ccc(Br)cc2)CC1=O (stereo unspecified)
    105 | 0.2
CCn1c(O)c(N=NS(=O)(=O)c2ccc(C)cc2)c2cc(Cl)ccc21
    99 | -0.3
CCN1C/C(=C\c2ccccc2)C(=O)/C(=C/c2ccccc2)C1
    105 | 0.7
COc1ccc(-c2cc(C(F)(F)F)n3ncc(C(=O)Nc4cccc(O)c4)c3n2)cc1
    103 | 0.3
Cc1nc(NCc2ccc3c(c2)OCO3)nc2c1C(=O)c1ccccc1-2
    101 | 0.2
CCOC(=O)C(C#N)C1(O)C(=O)c2ccccc2C1=O (stereo unspecified)
    94 | -1.1
Cc1ccc(Oc2ncccc2NC(=O)CSc2ccccn2)c2c1CCC2
    97 | -0.8
O=C1CS(=O)(=O)C2(C(=O)N(Cc3ccccc3)c3ccccc32)N1c1ccccc1 (stereo unspecified)
    112 | 1.3
O=C(O)CCCn1c(=O)c2cc3c(=O)n(CCCC(=O)O)c(=O)c3cc2c1=O
    99 | -0.6
CCOc1cc(C(=O)NCCc2csc3nc(-c4ccc(C)cc4)nn23)cc(OCC)c1OCC
    112 | 1.3
Cn1c(C(=O)N2CCC(C(=O)NC3CCCc4ccccc43)CC2)cc2sccc21 (stereo unspecified)
    102 | 0
CC(C)C(=O)Nc1ccccc1OC(F)F
    110 | 1
Oc1cccc(NC(=S)Nc2cccnc2)c1
    107 | 0.2
COc1ccc(NC(=O)CC2C(=O)N(c3cccc(C)c3)C(=O)N2C2CCCCC2)cc1 (stereo unspecified)
    107 | 0.3
COc1ccc(-c2cn(-c3ccc(C)cc3C)c(=S)[nH]2)cc1OC
    101 | -0.2
CC(SCc1cn2cc(Cl)ccc2n1)C(=O)O (stereo unspecified)
    97 | -0.8
N/C(CN1CCSCC1)=N\OC(=O)c1cccs1
    99 | -0.6
C=CCN(CC=C)C(=O)c1cccs1
    103 | 0
CCOC(=O)c1cc2c(=O)n3ccccc3nc2n(C)c1=NC(=O)c1cc2ccccc2o1
    98 | -0.8
O=C(SCc1cccs1)c1csc(C2COc3ccccc3O2)n1 (stereo unspecified)
    106 | 0.2
COc1ccccc1N1CCSC1C(N)=O (stereo unspecified)
    108 | 0.7
COc1ccc(C2C(C(=O)OC3CCCCC3)=C(C)NC3=C2C(=O)CCC3)c(OC)c1OC (stereo unspecified)
    103 | 0.3
O=C1CCCC2=C1C(c1ccccc1C(F)(F)F)c1c(ccc3ncccc13)N2 (stereo unspecified)
    102 | -0.1
O=C(NN=C1CCCC1)C1CCN(S(=O)(=O)c2cccs2)CC1
    103 | 0.2
CCc1ccc(NC(=O)CSc2nc3c(sc4ccccc43)c(=O)n2CCN(CC)CC)cc1
    108 | 0.3
COC(=O)c1c(NS(=O)(=O)c2cccs2)sc2c1CCCC2
    102 | 0.7
O=C1c2ccccc2C(=O)N1CSc1nnc(-c2cccs2)o1
    100 | -0.2
COC(=O)c1ccccc1NC(=O)Cn1nnc2sc(-c3ccccc3)cc2c1=O
    116 | 1.4
Cc1csc(=N)n1CC(=O)N1CCc2ccccc21
    100 | -0.2
O=C(O)CCC(=O)Nc1ccc(S(=O)(=O)Nc2nccs2)cc1
    101&100 | 0.2&0.2
O=C(CCCc1ccccc1)N/N=C/c1ccc(O)cc1O
    103 | 1.3
CC(C)(C)NC(=O)Cn1cnc2c(cnn2-c2ccccc2)c1=O
    102 | 0.1
COc1cccc(CN2CCc3nc(N4CCOCC4)ncc3C2)c1
    102 | 0.6
Cc1cccc(C(c2sc3nc(-c4ccco4)nn3c2O)N2CCN(c3ccccc3)CC2)c1 (stereo unspecified)
    112 | 1.3
O=C(c1ccccc1)c1ccc(C(=O)O)c(C(=O)O)c1
    103 | 0.2
Cc1cc(S(=O)(=O)N2CCN(Cc3noc(CCC(=O)N4CCCCC4)n3)CC2)ccc1F
    105 | -0.6
CCOc1ccc(CNC(=O)C2Cc3cc(S(=O)(=O)N4CCCCCC4)ccc3N2C(C)=O)cc1 (stereo unspecified)
    105 | 0.3
O=C(Nc1ccccc1)Nc1ccccc1C(=O)NCC1CC1
    104 | 0.3
CCN(CC)S(=O)(=O)c1ccc2c(c1)N(CC(=O)Nc1c(C)cccc1C)C(=O)C1CCCN21 (stereo unspecified)
    108 | 0.4
COc1ccc(S(=O)(=O)NC(CC(=O)O)C(C)C)cc1 (stereo unspecified)
    98 | -1.3
O=C(COc1ccccn1)N1CCN(c2ccccc2)CC1
    100 | -0.4
O=C(O)C12C3CCC4C5C3C1C5(C(=O)O)C42 (stereo unspecified)
    103 | -0.1
N#Cc1cn(CC(=O)N2CCc3ccccc3C2)c2ccccc12
    101 | -0.5
Cc1cc(C)c(-c2ccn(C(=O)c3cc(-c4ccccc4)oc3C)n2)[nH]1
    100 | -0.3
O=C(NCCCN1CCN(c2ccc(F)cc2)CC1)C1c2ccccc2C(=O)N2CCc3ccccc3C12 (stereo unspecified)
    100 | -0.6

# (list continues)
# Every second line gives: Polio RdRp inh | Polio RdRp inh FP z-score
Cc1cccc(C)c1NC(=O)CSc1ncccc1C(=O)O
    104 | 0.1
CCC(=O)N1CCc2cc(Br)cc(S(=O)(=O)CCC(=O)Nc3cccc(CC)c3)c21
    105 | 0.1
CNC(=O)Cn1cc(S(=O)(=O)Cc2ccccc2)c2ccccc21
    103 | 0.4
Clc1cccc(N2CCN(c3c4c(nc5nncn35)CCC4)CC2)c1
    104 | -1.1
C=CCn1c(O)c(CN2CCN(Cc3ccccc3)CC2)c(C)c(C#N)c1=O
    99 | -0.6
CC(C)(C)C(=O)Nc1ccc2nc(SCC(=O)N3CCOCC3)sc2c1
    114 | 1.6
Cn1c(N2CCN(S(=O)(=O)c3ccc(Cl)cc3)CC2)nc2ccccc21
    103 | 0.2
Oc1ccccc1C1C=CCC1 (stereo unspecified)
    104 | 1.5
CCn1c(=S)ccc2ccccc21
    100 | -0.1
Cc1nc2nc(N)[nH]c(=O)c2nc1C
    102 | 0.2
CC(C)CNc1ncnc2sc3c(c12)CCCC3
    109 | 0.4
CSC(=NC1CCCCC1)Nc1cc(-c2ccccc2)[nH]n1
    102 | -0.2
CC(O)(C(=O)NN=C1CCCC1)c1ccccc1 (stereo unspecified)
    100 | 0.2
O=C(CC1Sc2ccccc2NC1=O)Nc1ccc(F)cc1 (stereo unspecified)
    101 | 0
C=CCn1cc(C(=O)c2cc(Cl)ccc2O)cc(C#N)c1=O
    106 | 0.8
C=CC[C@H]1CC(C)=C[C@H](CC=C)N1C(C)=O
    103 | 0.3
CCn1c(COc2ccc(Cl)c(C)c2)nc2cc(S(=O)(=O)N(C)C)ccc21
    103 | 0.2
N#C/C(=C\c1ccc(N2CCCCC2)o1)C(N)=O
    83 | -4.5
CC(C)c1ccc(S(=O)(=O)/N=C2/C=C(Sc3ncn[nH]3)C(=O)c3ccccc32)cc1
    66* | -7.4*
S=C(NCCN1CCOCC1)NC1CCCc2ccccc21 (stereo unspecified)
    105 | 0.3
COc1nsnc1NS(=O)(=O)c1ccc(-n2c(-c3ccc4ccccc4n3)n[nH]c2=S)cc1
    100 | -0.9
Nc1nc2nccnc2c(=O)[nH]1
    98 | -1.1
COc1ccc(C2CC(=O)N3CN(C4CCCCC4)CSC3=C2C#N)c(OC)c1 (stereo unspecified)
    54* | -7.6*
Cc1ccc(Cn2c(=O)n(-c3ccc(C)c(C)c3)c(=O)c3oc4ccccc4c32)cc1
    102 | 0
Cc1cc(C(=O)NCc2ccccc2Cl)c2c(C)nn(-c3cccc(F)c3)c2n1
    106 | -0.4
COc1ccc(C(CC(=O)NCCc2ccco2)n2cccc2)cc1 (stereo unspecified)
    99 | -1.6
CCCN(Cc1nc2cc(Cl)ccc2c(=O)[nH]1)C(=O)c1ccc(S(=O)(=O)N2CCCC2)cc1
    103 | 0.1
COC(=O)C1CCN(C(=O)c2cc(S(N)(=O)=O)ccc2OC)CC1
    98 | -0.4
Cc1ccc(C(C)C)c(OCCSc2nc3ccccc3n2CC(O)CO)c1 (stereo unspecified)
    104 | 0
Cc1nc2n(c(=O)c1CCN1CCC(c3noc4cc(F)ccc34)CC1)CCCC2
    99 | -0.2
N#CC1=C(N)OC2=C(C(=O)CCC2)C12C(=O)N(CC(N)=O)c1ccccc12 (stereo unspecified)
    103 | 0.3
CN1CCN(NC(=O)CSc2ccc(Cl)cc2Cl)CC1
    99 | -0.1
NC(=O)c1ccc(OC2CSC2)cc1
    105 | 0.1
OC1COCc2nc3ccccc3n2C1 (stereo unspecified)
    100 | -0.2
C=CCn1c(-c2c(C)oc3ccccc23)cs/c1=N\S(=O)(=O)c1cccs1
    97 | -0.2
CC1CCCCN1C(=S)NCc1ccccc1 (stereo unspecified)
    109 | 0.8
COc1ccc(C)cc1NC(=O)CSc1nc(=O)n(Cc2ccccn2)c2c1CCC2
    108 | 0.4
COc1cc(Cl)c(NS(=O)(=O)c2ccc(-c3coc(C)n3)cc2)c(OC)c1
    113 | 1.2
Oc1c(C(c2ccccc2)N2CCC(O)CC2)sc2nc(-c3ccco3)nn12 (stereo unspecified)
    107 | 0.3
Cn1nccc1-c1cc(F)cc(F)c1O
    101 | -0.4
COCCOC(=O)C1=C(C)NC(C)=C(C(=O)OC(C)C)C1c1cccc([N+](=O)[O-])c1 (stereo unspecified)
    100&99&99&100 | -0.4&-0.1&-0.1&0.1
COc1ccc(OC)c(CNC(=O)Cc2ccc(NC(=O)N3CCCCc4ccccc43)cc2)c1
    108 | 0.2
Cc1oc2ccc(O)c(CN(C)Cc3ccccc3)c2c1C(=O)Nc1ccccc1
    112 | 0.8
O=C1NC(=O)N(c2ccccc2)C(=O)/C1=C/c1ccco1
    100 | -0.4
Oc1ccccc1-c1nc(-c2ccccc2)no1
    104 | 0.6

# 4 entries from above, set out differently.
Oc1ccccc1-c1nc(-c2ccccc2)no1
  Polio RdRp inh: 104	Polio RdRp inh FP z-score: 0.6
Cn1nccc1-c1cc(F)cc(F)c1O
  Polio RdRp inh: 101	Polio RdRp inh FP z-score: -0.4
COCCOC(=O)C1=C(C)NC(C)=C(C(=O)OC(C)C)C1c1cccc([N+](=O)[O-])c1 (stereo unspecified)
  Polio RdRp inh: 100&99&99&100	Polio RdRp inh FP z-score: -0.4&-0.1&-0.1&0.1
COc1ccc(C)cc1NC(=O)CSc1nc(=O)n(Cc2ccccn2)c2c1CCC2
  Polio RdRp inh: 108	Polio RdRp inh FP z-score: 0.4

# 3 compounds out of the list, sorted by number of heavy atoms, falling:
# Every second line gives: Polio RdRp inh | Polio RdRp inh FP z-score
COc1ccc(OC)c(CNC(=O)Cc2ccc(NC(=O)N3CCCCc4ccccc43)cc2)c1
    108 | 0.2
Cc1oc2ccc(O)c(CN(C)Cc3ccccc3)c2c1C(=O)Nc1ccccc1
    112 | 0.8
Oc1c(C(c2ccccc2)N2CCC(O)CC2)sc2nc(-c3ccco3)nn12 (stereo unspecified)
    107 | 0.3

# The listing continues.
# Every second line gives: Polio RdRp inh | Polio RdRp inh FP z-score
O=S(=O)(c1ccccc1)N1CCC(O)C2CCCCC21 (stereo unspecified)
    106 | 0.4
COc1ccccc1N1CCN(C(=O)c2cc3c(=O)n(Cc4ccco4)ccc3nc2C)CC1
    108 | 0.4
CCOC(=O)N1CCc2c(sc(NCc3sccc3C)c2C(=O)Nc2cc(Cl)ccc2OC)C1
    105 | 0.2
CN(C)CCNC(=O)CN1N=C(c2ccccc2)CCC1=O
    109 | -0.4
COc1ccc(-c2csc(S(C)=O)c2C#N)cc1 (stereo unspecified)
    102 | 0
CCN(/C=C1/CCCCC1=O)C1CC2CCC1C2 (stereo unspecified)
    99 | -0.3
O=C(O)C(C(=O)C1CC1c1ccccc1)=C1SCCS1 (stereo unspecified)
    99 | -0.4
CCOC(=O)C(O)(c1ccc(N(CC)C(=O)OC)cc1)C(F)(F)F (stereo unspecified)
    101 | -0.2
CSc1nnc(C)c(=O)[nH]1
    104 | 0.1
CN(C)Cc1ccccc1CNC(=O)c1ncc(Cl)c(Cl)c1Cl
    103 | 0
COc1ccc(CC(=O)NCc2n[nH]c(=S)n2-c2cccc(C)c2)cc1
    101 | 0.3
COCCNC(=O)Cn1cc(S(=O)(=O)Cc2ccccc2Cl)c2ccccc21
    109 | 0.7
Cc1ccc(NC(=O)COC(=O)CC2SC(N3CCCC3)=NC2=O)cc1 (stereo unspecified)
    98 | -0.9
COc1ccc(/C(C)=N/N2C(=O)c3ccccc3NC2c2ccccc2O)cc1 (stereo unspecified)
    107 | 0.8
CCc1ccc(NS(=O)(=O)c2c(C)[nH]c(=O)[nH]c2=O)cc1
    107 | 2.2
O=C1C=C(NNC(=O)COc2cccc(F)c2)CCC1
    108 | 0.4
